Nrf2 activator – qHTS of Nrf2 Activators | AREc32 ARE-luciferase reporter (MCF7-derived line), luminescence, 24 h | Potency, µM (titrated, usually from 46.1 µM), inactives show at the highest dose activation, actives largely listed as activators | actives 0.31% (n = 410,000); also: potency is read from the fitted curve at half-maximal effect; % of control where 0% means no effect; nearly all actives have a fitted effect of over 65% in size
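Luminescent ARE reporter assay in AREc32_Fluc cells: overnight plating at 37 deg C, 24 hr compound incubation, Steady-Glo added, 30 min RT before reading.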
A549 viability – Nrf2 qHTS screen for inhibitors: counterscreen for cytotoxicity. A549 ARE-Fluc cells, CellTiter-Fluor viability, 18-24 h. Potency, µM (series often up to 46 µM), for inactives: at the highest dose activity change, negative = cytotoxicity, most hits filed as inhibitors. actives 0.16% (n = 390,000); also: potency is read from the fitted curve at half-maximal effect; % is scaled to controls: 0 for no effect and ±100 for the full control effect
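Cytotoxicity counterscreen: CellTiter-Fluor fluorescence was measured in A549 ARE_Fluc cells after 18-24 h of compound exposure in a concentration series. The subsequent BugLite luminescent read reports ARE-luciferase activity.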
HepG2 viability – qHTS for Inhibitors of TGF-b: Cytotox Counterscreen. Potency, µM (highest dose often 46.1 µM), for the others: top-dose activity change, negative = cytotoxicity, usual class: cytotoxic. HepG2 CAGA-GFP viability, ATP luminescence, 18 h. actives 0.76% (n = 410,000); also: potency is read from the fitted curve at half-maximal effect; some results filed as inactive show a strong effect at the top dose
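HepG2 CAGA-GFP cells (1000/well, DMEM with 1% FBS) received compound, then TGF-beta at 500 pg/mL final, and were incubated 18 hours at 37 degrees C. Viability was read by CellTiter-Glo luminescence. Media-only wells were set as complete cell-killing and DMSO as no toxicity.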
TGFb inhibitor – qHTS for Inhibitors of TGF-b; Potency, µM (titrated, usually from 46.1 µM), without a hit: at the highest dose activity, negative = inhibition, hits mostly inhibitors; HepG2 CAGA-GFP TGF-b/SMAD3 reporter, GFP fluorescence, 18 h; TGF-beta stimulated, 500 pg/mL final; AID 588855, 2011; actives 1.2% (n = 410,000); also: potency is read from the fitted curve at half-maximal effect; % is scaled to controls: 0 for no effect and ±100 for the full control effect; nearly all actives have a fitted effect of over 65% in size
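Using HEPG2 CAGA-GFP reporter cells at 1000 cells/well, we pinned test compounds, stimulated with recombinant TGF-beta (500 pg/mL final) and measured total well GFP after 18 h.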
pAkt inh – HTS Assay for Inhibitors of Akt Phophorylation: Primary Screen. AID 651550, 2012. actives 0.32% (n = 360,000). Neuro2A IGF-stimulated pAkt S473 HTRF, 20 min; hits give low values. activity change, % for hits at 50 µM; in the data active = activity change below about -80%; inconclusive = mostly about -51% to -80%; also: % is scaled to controls: 0 for no effect and ±100 for the full control effect
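Neuro2A cells (4,500/well, DMEM with 0.5% FBS) were treated with compound at a single 50 µM final concentration, stimulated with 6 nM IGF for 20 min at 37 °C, and lysed. Phospho-Akt Ser473 was read by HTRF as 665/615 ratio ×10^4.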
MmCpn inh – Inhibitors of TCP-1 ring complex (TRiC) of Methanococcus maripaludis (MmCpn): qHTS. Chaperonin Mm-Cpn (Methanococcus maripaludis). purified Mm-Cpn ATPase, ADP Transcreener TR-FRET. Potency, µM (titrated, usually from 76.9 µM), without a hit: at the highest dose activity, negative = inhibition, actives largely listed as inhibitors. actives 0.031% (n = 330,000). AID 504842, 2011; also: potency is read from the fitted curve at half-maximal effect; % is scaled to controls: 0 for no effect and ±100 for the full control effect; nearly all actives have a fitted effect of over 80% in size
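Measured: ADP formation by purified Mm-CPN. Conditions: 25 nM protein, 10 uM ATP, Tris pH 7.4 with Mg2+, K+ and DTT, 37°C for 30 min. Detection: Transcreener HTRF after 30 min at room temperature.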
ATXN viability – Viability Counterscreen for Primary qHTS for Inhibitors of ATXN expression | S2 cells (HEK-293 line with an ATXN2-luciferase reporter) viability, CellTiter-Fluor protease fluorescence, 24 h | Potency, µM (highest dose often 56.7 µM), usual class: cytotoxic | actives 0.49% (n = 400,000) | AID 651635, 2014; also: potency is read from the fitted curve at half-maximal effect; nearly all actives have a fitted effect of over 40% in size
Nrf2 inh – Nrf2 qHTS screen for inhibitors; actives 2.1% (n = 360,000); A549 ARE-Fluc reporter, luciferase luminescence, 18-24 h; AID 504444, 2011; Potency, µM (doses to about 46 µM), for the others: at the highest dose activity change, negative = inhibition, hits mostly inhibitors; also: potency is read from the fitted curve at half-maximal effect; % is scaled to controls: 0 for no effect and ±100 for the full control effect; nearly all actives have a fitted effect of over 60% in size
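In this cell-based qHTS, ARE-driven firefly luciferase in A549 cells reports Nrf2 activity; the luminescent signal after BugLite lysis is the measured value, with a prior CellTiter-Fluor read for cell health.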
CCT chaperon mod – High-Throughput Screening for Modulators of Cytosolic Chaperonin Activity; activity change, % (no concentration beside the values), hits read low; actives 0.3% (n = 360,000); purified chaperonin ATPase assay, HTRF ADP detection, 30 min; in the data active = activity change below about -30%; also: % is scaled to controls: 0 for no effect and ±100 for the full control effect
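Enzyme 40 or 20 nM (batch-dependent) in Tris pH 7.4/KCl/MgCl2/DTT; cpd 76 uM single point; ATP 10 uM; 30 min 37 °C; Transcreener ADP HTRF detection, 30 min RT; ratio 665/615.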
* marks the source's active call; other numbers are inactive results; i = inactive; ? = inconclusive; · = no result given; & = joins results of further samples; [ ] = dose if it differs, or a comment. Unless noted, calls follow the shape of the dose curve; as a rule, active = well fitted curve in the direction sought with a large enough effect; inconclusive = small, poorly fitted or top-dose-only effect, or another doubt; inactive = no such curve, though single readings can be large; an effect the other way counts as inactive or inconclusive.

SMILES | Nrf2 activator | A549 viability | HepG2 viability | TGFb inhibitor | pAkt inh | MmCpn inh | ATXN viability | Nrf2 inh | CCT chaperon mod
CCCCc1nnc(NC(=O)CN2C(=O)c3ccccc3C2=O)s1 | 0.0% | -4% | 1% | -13% | i | 0% | i | 11% | -1.7
CC1CCCN(Cc2c(C(=O)N3CCc4ccccc4C3)nc3ccc(Cl)cn23)C1 (centres undefined) | 0.0% | 0% | -2% | 2% | i | -2% | i | -5% | 1.6
O=C(CNC(=O)c1ccccc1F)NC1=NCCS1 | -0.5% | 4% | 6% | 5% | i | 1% | i | 12% | -1.1
O=C(Cn1ccn(-c2ccc(F)c(F)c2)c(=O)c1=O)NCCc1ccccc1 | 0.5%&0.1% | -1%&11% | -33%&-10% | 0%&-7% | i | -4% | i | 13%&16% | -2.5
Cc1onc(-c2c(Cl)cccc2Cl)c1C(=O)N1CCN(c2ccccc2F)CC1 | 0.1% | -3% | 2% | -9% | i | 3% | i | -12% | 0.2
Cc1cc(C)c(S(=O)(=O)c2ccccc2C)c(OCCO)n1 | 0.5% | 1% | -5% | -4% | i | 1% | i | 6% | 0.2
CC1(C)CN(CCc2ccccc2)C(=O)[C@H]1CC(=O)Nc1ccccc1 | 0.2% | · | -30% | 8% | i | · | i | · | -0.9
Cc1cccc(NC(=O)C2CCN(C(=O)[C@@H]3Cc4ccccc4CN3)CC2)c1 | 4.3% | -18% | -20% | 3% | · | 0% | i | 1% | -0.1
O=C(Cn1cc(SCc2ccc(F)cc2)c2ccccc21)N1CCCCC1 | 6.6% | -14% | -34% | ? | · | · | · | 2% | ·
CCn1c2ccc(F)cc2c2nc3ccccc3nc21 | 0.7% | -3% | -1% | 13% | i | -3% | i | ? | -3.1
O=C(N/N=C/c1ccco1)Nc1ccccc1 | ? | 7% | -2% | 0% | i | -1% | i | 29% | -0.6
CCCCC[C@H](C)N1C[C@@H](COCc2ccccc2)Oc2cc(N3CC[C@H](O)C3)ccc2S1(=O)=O | 4.0% | · | · | · | i | · | ? | · | -1.5
COc1ccc(OC)c(/C=N/N(C)c2ccccc2)c1 | 4.5% | -2% | -31% | ? | i | -6% | i | ? | -0.5
CCOC(=O)N1CCN(C(=O)Cc2ccc(-n3c(=S)[nH]c4ccccc4c3=O)cc2)CC1 | -0.5% | -3% | 0% | 5% | i | -2% | i | · | 0.1
COc1cc(C(=O)NCC(c2cccs2)N2CCOCC2)cc(OC)c1OC (centres undefined) | 3.7% | -7% | 0% | 1% | i | 2% | i | ? | 0.2
O=C(O)C=C(Br)Br | 0.1% | 13% | 0% | 4% | i | -2% | i | 6% | -0.8
CN(C)/C=C(\C#N)C(=O)Nc1ccccc1 | 2.7%[9.22 µM] | -1% | 1% | 26% | i | -3% | i | ? | -2.6
CCOc1ccc(NC(=O)Cn2cc(C(=O)c3ccc(CC)cc3)c(=O)c3cc(OC)c(OC)cc32)cc1 | 0.0% | 5% | -10% | ? | · | · | i | 4% | ·
CN(C)c1ccc(C(=O)OCC(=O)NCCNC(=O)COC(=O)c2ccc(N(C)C)cc2)cc1 | -0.1% | 0% | 2% | 4% | i | -2% | ? | 11% | -0.7
CSc1ncc(Cl)c(C(=O)Nc2ccccc2Cl)n1 | 9.8% | -5% | 5% | 12% | i | -1% | i | 19% | 1.9

2 records drawn at random from the list so far, as already listed:
SMILES | Nrf2 activator | A549 viability | HepG2 viability | TGFb inhibitor | pAkt inh | MmCpn inh | ATXN viability | Nrf2 inh | CCT chaperon mod
COc1cc(C(=O)NCC(c2cccs2)N2CCOCC2)cc(OC)c1OC (centres undefined) | 3.7% | -7% | 0% | 1% | i | 2% | i | ? | 0.2
COc1ccc(OC)c(/C=N/N(C)c2ccccc2)c1 | 4.5% | -2% | -31% | ? | i | -6% | i | ? | -0.5

Returning to the listing with the 2 entries that preceded the break.
SMILES | Nrf2 activator | A549 viability | HepG2 viability | TGFb inhibitor | pAkt inh | MmCpn inh | ATXN viability | Nrf2 inh | CCT chaperon mod
CN(C)c1ccc(C(=O)OCC(=O)NCCNC(=O)COC(=O)c2ccc(N(C)C)cc2)cc1 | -0.1% | 0% | 2% | 4% | i | -2% | ? | 11% | -0.7
CSc1ncc(Cl)c(C(=O)Nc2ccccc2Cl)n1 | 9.8% | -5% | 5% | 12% | i | -1% | i | 19% | 1.9
O=C(Nc1ccc(Cl)cc1)Nc1nnc(-c2ccncc2)s1 | 1.1% | ? | 4% | ? | i | 0% | ? | ? | -0.2
COc1ccc(NC(=O)CN2CCN(C(=O)c3ccco3)CC2)c(OC)c1 | -0.3% | -8% | 15% | 0% | i | 1% | i | -5% | -0.2
CCCn1c(/N=C/c2cc(OC)ccc2O)nc2ccccc21 | -0.7% | -5% | -13% | 0% | i | -2% | i | -3% | 2.4
Cc1cc(C)n(-c2ccc(C(=O)Nc3ccc(C)c(S(=O)(=O)N(C)C)c3)cc2)n1 | 2.0% | ? | -11% | -9% | i | 2% | i | 18µM* | -1.5
CC(C)c1ccccc1NC(=O)c1ccco1 | 3.5% | 3% | -1% | -5% | · | -1% | i | 14% | -0.1
Cc1ccc(C(=O)OCC(=O)Nc2ccc3c(c2)OCO3)o1 | -0.2% | -3% | 6% | -2% | i | 0% | i | 2% | -1.6
O=C(NCCCNC(=O)c1cncc(O)c1)c1cncc(O)c1 | 3.6% | 6% | 0% | 13% | i | -1% | i | -3% | -3.0
COC(=O)[C@@H](Cc1c[nH]c2ccccc12)NC(=O)CCC(=O)c1ccc(F)cc1 | -0.2% | 0% | -13% | -14% | i | -1% | i | 1% | -0.3
CC(C)c1nc(SCC(=O)Nc2cccc(C(F)(F)F)c2)c2c(=O)n(C)c(=O)n(C)c2n1 | 0.5% | -21% | -12% | -1% | i | -1% | ? | ? | -1.9
C/C(=N\NC(=O)CC#N)c1cc2ccccc2oc1=O | 9.2% | 2% | -25% | 8% | i | -1% | i | -18% | 0.7
Cc1ccsc1C1CC(=O)Nc2ccccc2S1 (centres undefined) | 25% | 0% | -8% | 4% | i | 0% | i | ? | 0.4
OCCCN1c2ccccc2Nc2nnc(-c3ccccc3)cc21 | 5.0% | -12% | -11% | -10% | i | -3% | i | 25% | -0.9
O=C(C1CCC(CNS(=O)(=O)c2cccc3nsnc23)CC1)N1CC=C(c2ccccc2)CC1 (centres undefined) | 0.1% | -11% | -52% | 8.9µM* | i | -4% | i | 21µM* | -0.8
COc1ccc(OC)c(/C(C)=N/Nc2ccc(C(=O)O)cc2)c1 | 2.7% | 1% | 7% | -4% | i | -1% | i | ? | 1.2
O=C(COc1cc(Cl)c(Cl)cc1Cl)Nc1ccncc1 | 1.9% | 6% | -43% | -8% | i | 2% | i | -11% | -2.0
CCC(C)(C)n1nnnc1CN1CCC(c2nc3ccc(C)cc3[nH]2)CC1 | 1.8% | -27% | -25% | -14% | i | 0% | i | ? | 0.2
COc1ccc(CN(C)C[C@H]2Oc3c(NC(=O)Nc4ccccc4)cccc3C(=O)N([C@H](C)CO)C[C@@H]2C)cc1 | 0.2% | -19% | -12% | -3% | i | -4% | ? | -17% | -1.1
Cc1cccc(C(=O)NNC(=O)CN2C(=O)c3ccccc3C2=O)c1 | 0.1% | -2% | 11% | -2% | i | 1% | i | ? | 1.7
Cn1nc(C(=O)N2CCN(c3ccc(Cl)cc3)CC2)c2c1-c1ccccc1S(=O)(=O)C2 | -0.4%&2.7% | -4%&7% | -6%&-7% | ? | i | -4% | ? | ? | 0.2
CCOC(=O)Cc1cc(=O)[nH]c(Nc2nc3ccccc3o2)n1 | ? | 0% | -16% | -9% | i | 0% | i | ? | -5.6

Entries listed so far that have a cyano group:
SMILES | Nrf2 activator | A549 viability | HepG2 viability | TGFb inhibitor | pAkt inh | MmCpn inh | ATXN viability | Nrf2 inh | CCT chaperon mod
CN(C)/C=C(\C#N)C(=O)Nc1ccccc1 | 2.7%[9.22 µM] | -1% | 1% | 26% | i | -3% | i | ? | -2.6
C/C(=N\NC(=O)CC#N)c1cc2ccccc2oc1=O | 9.2% | 2% | -25% | 8% | i | -1% | i | -18% | 0.7

Remaining list, next part
SMILES | Nrf2 activator | A549 viability | HepG2 viability | TGFb inhibitor | pAkt inh | MmCpn inh | ATXN viability | Nrf2 inh | CCT chaperon mod
CCn1ncc(C2=NOC(C(=O)N3CCC(C(N)=O)CC3)C2)c1C (centres undefined) | -0.4% | -3% | -1% | 1% | i | ? | ? | -10% | -0.9
CCOC(=O)c1c(C)n(CC(O)c2ccccc2)c2ccc(O)cc12 (centres undefined) | 0.5% | -6% | -21% | ? | i | 2% | i | -29% | -2.8
COc1ccccc1CCN1C(=S)NC(C)(C)CC1(C)O (centres undefined) | -0.3% | -2% | -3% | 12% | i | 2% | i | -20% | -2.1
CC1(C)CC(=O)C2=C(C1)NC1=C(C(=O)c3ccccc31)C2c1ccc(O)cc1 (centres undefined) | 2.9% | -13% | 3% | -2% | i | -1% | i | 0% | -0.4
Cc1ccccc1N(CC(=O)NC1CCCCC1)C(=O)c1csnn1 | -0.4% | 1% | 5% | -3% | i | 4% | i | -32% | -0.8
CCn1nc(C(=O)N2CCc3ccccc3C2)c2ccccc2c1=O | -0.1% | 2% | -13% | 25% | i | -1% | i | -20% | 0.6
Cc1cccc(N2CCN(S(=O)(=O)c3cc(Br)cc4c3N(C(=O)C3CC3)CC4)CC2C)c1 (centres undefined) | -0.7% | 1% | -4% | -15% | · | · | i | -13%[9.27 µM] | ·
COc1cc(OC)c(C2Oc3nc(SC)nnc3-c3ccccc3N2C(C)=O)cc1OC (centres undefined) | 3.1% | ? | -9% | 3% | i | -3% | i | 4% | -0.7
O=C1NC(C(=O)O)=CC(c2ccc([N+](=O)[O-])cc2)N1 (centres undefined) | 0.2% | 0% | -18% | -10% | i | 2% | i | -1% | -1.2

Bioassay records (PubChem)
